# MrgX1 antag: antagonists of human MrgX1 receptor; AID 588676; MRGX1-HEK293 calcium flux, Fluo-4, BAM8-22 antagonism; hits give low values; B-score at 10 µM; Q96LB2; actives 1.3% (n = 310,000);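 active = calcium-response B-score plate-corrected more than 3 library SD below zero, starting fluorescence within 5 deviations, no agonist response on first addition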;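 also: peak minus trough fluorescence over baseline after final BAM8-22 challenge near maximal dose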
# Target sequence (Q96LB2 whole entry, looked up): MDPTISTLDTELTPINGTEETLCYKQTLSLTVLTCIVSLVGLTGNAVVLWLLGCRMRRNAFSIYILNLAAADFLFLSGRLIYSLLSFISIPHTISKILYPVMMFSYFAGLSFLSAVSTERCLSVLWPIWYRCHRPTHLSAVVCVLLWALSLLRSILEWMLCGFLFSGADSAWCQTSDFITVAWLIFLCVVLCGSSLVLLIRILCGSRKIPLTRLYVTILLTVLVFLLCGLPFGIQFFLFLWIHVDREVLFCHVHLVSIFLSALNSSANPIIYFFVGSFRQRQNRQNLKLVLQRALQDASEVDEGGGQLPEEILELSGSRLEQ
# MrgX1 PAM: allosterically activates human MrgX1 receptor signaling; B-score at 10 µM; actives 0.63% (n = 310,000); MrgX1-HEK293, Fluo-4 calcium flux, FDSS; hits give high values;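 active = plate-corrected calcium response at least 3 library SD above typical, normal starting fluorescence, not activating the receptor alone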;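 also: compound read alongside a low EC10 to EC30 dose of BAM8-22 agonist; peak minus trough fluorescence over baseline measured at the second addition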
# TRPC6 inhibitor: mouse TRPC6 channel inhibition | Q61143 | HEK293-TRPC6, membrane potential dye, ACh-evoked depolarization; hits give low values | B-score at 10 µM | actives 1.1% (n = 310,000) | AID 2553;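 active = B-score under library mean minus 3 SD, initial fluorescence not abnormally high, positive integrated signal ratio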;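 also: B-score derived from integrated fluorescence ratio over the kinetic read; more negative B-score means stronger inhibition of depolarization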
# RGS4 inh: human RGS4 inhibition; AID 463165; B-score at 10 µM; P49798; HEK293 M3R/RGS4 inducible, Fluo-4 calcium flux; hits give high values; triggered by carbachol at its EC20; actives 0.45% (n = 310,000);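 active = B-score, a plate-corrected calcium signal, over three deviations above library mean, with baseline fluorescence within five deviations of library mean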;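 also: RGS4 expression induced by doxycycline in cells with stable M3 receptor; B-score is computed from the integrated fluorescence ratio over baseline after carbachol; higher B-score means a larger calcium signal and so more RGS4 inhibition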
# Target sequence (P49798 whole entry, looked up): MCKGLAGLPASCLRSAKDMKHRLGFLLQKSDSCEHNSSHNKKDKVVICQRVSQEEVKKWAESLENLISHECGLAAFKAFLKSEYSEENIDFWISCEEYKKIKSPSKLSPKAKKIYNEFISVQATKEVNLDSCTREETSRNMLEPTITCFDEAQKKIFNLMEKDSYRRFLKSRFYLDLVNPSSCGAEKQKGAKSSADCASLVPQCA
# MrgX1 agonist: human MrgX1 receptor agonism, primary screen. AID 588627. B-score at 10 µM. actives 0.44% (n = 310,000). MrgX1-HEK293 cells, Fluo-4 calcium fluorescence, agonist mode; hits give high values. Q96LB2;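 active = calcium response B-score plate-corrected fluorescence ratio at least 3 library SD, with starting fluorescence B-score inside 5 SD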
#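 Test system: HEK293 cells stably expressing human MrgX1 receptor; Input: fifteen thousand cells per well; Dosing: compound delivered in addition one of three; Schedule: overnight seeding, then 1 h dark dye loading; Technique: Fluo-4 NW calcium fluorescence; Measure: B-scored fluorescence response ratio; Controls: positive and negative controls per plate.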
# ANO1 activ: activates or potentiates the mouse TMEM16A chloride channel | Q8BHY3 | HEK293 TMEM16A/YFP-H148Q/I152L, iodide quench fluorescence; hits give low values | B-score at 10 µM | actives 0.3% (n = 340,000);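 active = fluorescence-ratio B-score plate-corrected deviation score at least 3 library SD below zero, with starting fluorescence score within 5 deviations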;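 also: channel opened by trigger with iodide after compound preincubation; score built on the fluorescence ratio of max minus min over baseline; more negative score means more quench and so TMEM16A activation or potentiation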
# TRPC4 act: activators of mouse TRPC4 channel | AID 2237 | B-score at 10 µM | HEK293 TRPC4beta/mu-opioid, Fluo4 calcium fluorescence; hits give high values | actives 0.49% (n = 310,000);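 active = B-score above 5 SD of library B-scores, and initial fluorescence ratio not above library mean plus 5 SD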;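 also: positive B-score marks a calcium rise read as TRPC4 activation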
#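 Material: TRPC4beta and mu-opioid receptor HEK293 stable cells | Incubation: 45 min room-temperature Fluo4 loading, 110 s read | Detection: Kinetic Fluo4 calcium fluorescence | Measure: Integrated baseline-normalised fluorescence ratio, converted to per-well B score | Benchmarks: Low control buffer alone, high control maximal DAMGO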
# TRPC4 inh: TRPC4 (mouse) channel inhibition | actives 0.39% (n = 300,000) | HEK293 TRPC4beta/mu-opioid, DAMGO-evoked Fluo4 calcium flux; hits give low values | Q9QUQ5 | B-score at 10 µM;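 active = B-score over 3 SD under the library average, no early fluorescence shift, positive overall ratio signal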
#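 test system = HEK293 cells with stable TRPC4beta plus mu-opioid receptor expression | detection = Fluo4 Ca2+ flux fluorescence | read-out = integrated fluorescence ratio relative to baseline, converted to per-well B score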
# TRPC4 potent: TRPC4 (mouse) allosteric potentiation; Q9QUQ5; HEK293 TRPC4beta/mu-opioid, DAMGO EC20, Fluo-4 Ca2+ flux; hits give high values; B-score at 10 µM; actives 0.42% (n = 310,000); AID 2227;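 active = B-score of calcium response area above 5 SD of library B-scores, with initial fluorescence ratio within 5 SD of library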;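 also: B-score of integrated fluorescence ratio over time as area under calcium response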
# TRPC6 activator: mouse TRPC6 channel activation; HEK293-TRPC6 membrane potential dye fluorescence; hits give high values; actives 0.13% (n = 310,000); B-score at 10 µM; Q61143;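 active = B-score of the integrated fluorescence ratio above library mean plus 3 SD, and starting fluorescence ratio within library mean plus 5 SD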;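 also: higher score means more depolarization so channel activation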
# TMEM16A inh: mouse TMEM16A channel inhibition, primary screen; Q8BHY3; HEK293 TMEM16A/YFP iodide influx fluorescence, ionomycin; normalized B-score (activity score, 25-100; higher = stronger inhibition) at 10 µM; actives 1.2% (n = 310,000); AID 588511;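 active = ratio plate-corrected score three or more library SD toward inhibition, starting fluorescence score within five deviations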;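 also: score derived from kinetic fluorescence span divided by baseline fluorescence per well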
# Numbers without * were called inactive; i = inactive; · = not tested or not shown. Compounds were not picked by outcome, and some 5.8% of all compounds hit somewhere here.
SMILES,MrgX1 antag,MrgX1 PAM,TRPC6 inhibitor,RGS4 inh,MrgX1 agonist,ANO1 activ,TRPC4 act,TRPC4 inh,TRPC4 potent,TRPC6 activator,TMEM16A inh
Cc1ccc(/C=C2\Sc3ccccc3C2=O)s1,i,i,i,i,i,i,i,i,i,i,i
Nc1nonc1C(=O)N1CCCC1,i,i,i,i,i,i,i,i,i,i,i
COc1ccc(OC)c(C2CC(=O)N3CN(c4ccccc4F)CSC3=C2C#N)c1 (stereo not given),i,i,i,i,i,i,i,i,i,i,i
CCC(Sc1nc(-c2ccccc2)c(C#N)c(=O)[nH]1)C(=O)Nc1cc(C)on1 (stereo not given),i,i,i,i,i,i,i,i,i,i,i
CCCCc1c(C)[nH]c2nc3ccccc3n2c1=O,i,i,i,i,i,i,i,i,i,i,i
Cc1ccc(-n2c3c(cc(C(=O)NC4CCSC4=O)c2=O)C(=O)CCC3)cc1 (stereo not given),i,i,i,i,i,i,i,i,i,i,i
COc1ccc(-c2cc(C(=O)N(C)CC(=O)Nc3ccccc3Br)c3ccccc3n2)cc1OC,i,i,i,i,i,i,i,i,i,i,i
Cc1cc(C)cc(N(CC(=O)NCC2CCCO2)S(=O)(=O)c2c(C)noc2C)c1 (stereo not given),i,i,i,i,i,i,i,i,i,i,i
COC(=O)c1ccc2c(c1)C(C)(C)C(/C=C/c1ccccc1O)=[N+]2C,i,i,-10*,i,i,i,i,i,i,i,i
O=C(CNc1ccc(Cl)cc1)NNC(=S)NCc1ccccc1,i,i,i,i,i,i,i,i,i,i,i
CCSC1=NCCN1C(=O)C(C)(C)Oc1ccc(Cl)cc1,i,i,i,i,i,i,i,i,i,i,i
COc1ccc(CNC(=O)C[C@H]2C(=O)N(Cc3ccc(OC)cc3)C[C@@H]2Cc2ccccc2)cc1,i,i,i,i,i,i,i,i,i,i,i
CC(=O)NC(C)C(=O)OCC(=O)Nc1ccc(Br)cc1 (stereo not given),i,i,i,i,i,i,i,i,i,i,i
O=C(Nc1ccc(OCc2ccccc2)cc1)Nc1cccnc1,i,i,i,i,i,i,i,i,i,i,i
O=C(NC12CC3CC(CC(C3)C1)C2)N1CCCC(CO)C1 (stereo not given),i,i,i,i,i,i,i,i,i,i,i
CCOc1ccc(N/C(C)=C\C(=O)c2ccc3c(c2)OCCO3)cc1,i,i,i,i,i,i,i,i,i,i,i
Cc1ccc(Nc2n[nH]c(C)c2[N+](=O)[O-])c(C)c1,i,i,i,i,i,i,i,i,i,i,i
CCN(CC(=O)NCc1ccc(Cl)cc1)C(=O)CSc1cccc(C(F)(F)F)c1,i,i,i,i,i,i,i,i,i,i,i
CCC(CC)c1nnc(NC(=O)c2cc([N+](=O)[O-])ccc2N2CCCCC2)s1,i,i,i,i,i,i,i,i,i,i,i
C=CCN(CC=C)Cc1c(C)[nH]c2ccc(C(=O)OCC)cc2c1=O,i,i,i,i,i,i,i,i,i,i,i
CCCCn1c(N)c(N(CCOC)C(=O)c2cc(-c3ccc(OC)cc3)nc3ccccc23)c(=O)[nH]c1=O,i,i,i,i,i,i,i,i,i,i,i
Clc1cccc(Cl)c1CNc1ccc(N2CCCC2)cc1,i,i,i,i,i,·,i,i,i,i,i
CCOC(=O)N1CCN(CC(=O)Nc2ccc(Oc3ccccc3)cc2)CC1,i,i,i,i,i,i,i,i,i,i,i
CCCn1nc(Oc2nc(SC)nc(N(C)C)n2)ccc1=O,i,i,i,i,i,i,i,i,i,i,i
COC(=O)C1=C(C(=O)OC)[C@@H]2Nc3ccccc3[C@@]23C[C@@H](C(=O)OC)N(C(=O)c2cc(C)oc2C)C3=N1,i,i,i,i,i,i,i,i,i,i,i
Cn1c(=O)[nH]c(=O)c2c1nc(Br)n2CC(O)COCc1ccccc1 (stereo not given),i,i,i,i,i,i,i,i,i,i,i
CC(C)(C)SCCNS(=O)(=O)c1ccc2ccccc2c1,i,i,i,i,i,i,i,i,i,i,i
O=P1(O)C=C(c2ccccc2)NC(c2ccccc2)=C1,i,i,i,i,i,i,i,i,i,i,i
COc1ccc2[nH]c(=O)c(CNc3cc(C)ccc3C)cc2c1,i,i,i,i,i,i,i,i,i,i,i
O=C(O)CNCC1COc2ccccc2O1 (stereo not given),i,i,i,i,i,i,i,i,i,i,i
CC(C)(C)c1ccc(/C=N/n2cnnc2)cc1,i,i,i,i,i,i,i,i,i,i,i
C/C(=N\NC(=O)CN1CCN(Cc2ccc(C)cc2)CC1)c1ccncc1,i,i,i,i,i,i,i,i,i,i,i
COc1ccc(S(=O)(=O)n2[nH]c(=O)c(CCO)c2C)c([N+](=O)[O-])c1,i,7.9*,i,i,i,i,i,i,i,i,i
CCCc1cc(C(=O)N2CCC(n3nccc3NC(=O)c3ccc(OC)cc3)CC2)no1,i,i,i,i,i,i,i,i,i,i,i
Cc1cc(C(=O)N2CCN(c3ccccc3)CC2)c(C)o1,i,i,i,i,i,i,i,i,i,i,i
O=C(c1ccccc1)N1CCN(S(=O)(=O)c2cccs2)CC1,i,i,i,i,i,i,i,i,i,i,i
CSc1ccccc1NC(=O)C1CC(c2ccccc2O)=NO1 (stereo not given),i,i,i,i,i,i,i,i,i,i,i
O=C(Nc1ccccc1)c1cc2c(=O)c3ccccc3oc2nc1C(F)(F)F,i,i,i,i,i,i,i,i,i,i,i
COC(=O)C1=C(C)NC(C)=C(C(=O)OC(C)C)C1c1cccc2nonc12 (stereo not given),i,i,i,i,i,i,i,i,i,i,i
CN(C)S(=O)(=O)c1ccc(C(=O)NNc2nc(-c3ccccc3)c3cc(Br)ccc3n2)cc1,i,i,i,i,i,i,i,i,i,i,i
CCOC(=O)CCCNC(=O)COC(=O)c1cccc(F)c1,i,i,i,i,i,i,i,i,i,i,i
CCCCc1nnc(NC(=O)CN2C(=O)NC3(CCCCC3)C2=O)s1,i,i,i,i,i,i,i,i,i,i,i
O=C(CSc1nnc2ccc(-c3ccccn3)nn12)NCC1CCCO1 (stereo not given),i,i,i,i,i,i,i,i,i,i,i
O=C(Nc1c(Cl)cc(Cl)cc1C(=O)NCCN1CCOCC1)c1cccc([N+](=O)[O-])c1,i,i,i,i,i,i,i,i,i,i,i
CCCCn1c(N)c(N(CCC(C)C)C(=O)CSc2nnc3ccccn23)c(=O)[nH]c1=O,i,i,i,i,i,i,i,i,i,i,i
O=[N+]([O-])c1c(N2CCN(CCO)CC2)nc2ccccn12,i,i,i,i,i,i,i,i,i,i,i
COc1ccc(N(CC(=O)Nc2ccc3c(c2)OCCO3)S(=O)(=O)c2c(C)noc2C)cc1,i,i,i,i,i,i,i,i,i,i,i
COc1ccccc1-c1c(C)nn2c(C)c(C(C)=O)cnc12,i,i,i,i,i,i,i,i,i,i,i
COc1ccccc1NC(=O)C(C)OC(=O)C1CC(=O)N(c2ccc3c(c2)OCCO3)C1 (stereo not given),i,i,i,i,i,i,i,i,i,i,i
O=C1COCC(=O)N1CCc1c[nH]c2ccccc12,i,i,i,i,i,i,i,i,i,i,i
COc1cc2c(cc1OC)CN(C(=O)c1cc3ccccc3oc1=O)CC2,i,i,i,i,i,i,i,i,i,i,i
CC(C(=O)NCC1CCCCC1)N(C)Cc1cccc(Cl)c1 (stereo not given),i,i,i,i,i,i,i,i,i,i,i
CCOC(=O)N1CCN(C(=O)C2CCN(Cc3ccc(O)c(OCC)c3)CC2)CC1,i,i,i,i,i,i,i,i,i,i,i
CC(C)(C)OC(=O)NNC(=O)Nc1ccccc1C(F)(F)F,i,i,i,i,i,i,i,i,i,i,i
O=C(NC(NC(=S)Nc1ccccc1Cl)C(Cl)(Cl)Cl)c1cccc(Cl)c1 (stereo not given),i,i,i,i,i,i,i,i,i,i,i
C/C(=N/OC(=O)C1CC1c1ccccc1)c1ccccc1 (stereo not given),i,i,i,i,i,i,i,i,i,i,i
COC(=O)N1CC(=O)N(OC)C1c1ccc(Cl)cc1Cl (stereo not given),i,i,i,i,i,i,i,i,i,i,i
CCc1ccc(C(=O)COC(=O)c2nn(C)c(=O)c3ccccc23)cc1,i,i,i,i,i,i,i,i,i,i,i
COc1ccc(N2CCN(S(=O)(=O)c3ccc4c(c3)CCCC4)CC2)c([N+](=O)[O-])c1,i,i,i,i,i,i,i,i,i,i,i
Cc1nc(NC(=O)c2ccc(Br)o2)sc1C,i,i,i,i,i,i,i,i,i,i,i

# Continuation.
SMILES,MrgX1 antag,MrgX1 PAM,TRPC6 inhibitor,RGS4 inh,MrgX1 agonist,ANO1 activ,TRPC4 act,TRPC4 inh,TRPC4 potent,TRPC6 activator,TMEM16A inh
Cc1cc(C)nc(SCC(=O)Nc2nc(-c3ccccc3)c(-c3ccccc3)o2)n1,i,i,i,i,i,i,i,i,i,i,i
O=C(CSc1nnc(CNC(=O)c2ccco2)o1)Nc1nc2ccccc2s1,i,i,i,i,i,i,i,i,i,i,i
Clc1ccc(CCNc2ncnc3nc[nH]c23)cc1,i,i,·,·,i,i,·,·,·,·,100*
CCCC(=O)N=C1SC2CS(=O)(=O)CC2N1c1ccc(-c2nc3ccc(C)cc3s2)cc1 (stereo not given),i,i,i,i,i,i,i,i,i,i,i
O=C(c1ccccc1)c1ccccc1C(=O)N1CCCC1,i,i,i,i,i,i,i,i,i,i,i
Cc1csc(NC(=O)CSc2nnc(Cc3cccn3C)n2-c2ccc(F)cc2)n1,i,i,i,i,i,i,i,i,i,i,i
CN(C)c1cccc(C(=O)N/C=C/n2cnc3cc(C(F)(F)F)ccc32)c1,i,i,i,i,i,i,i,·,i,i,i

# Filtered by structure: the entries above with a thiophene ring, fused or not (two)
SMILES,MrgX1 antag,MrgX1 PAM,TRPC6 inhibitor,RGS4 inh,MrgX1 agonist,ANO1 activ,TRPC4 act,TRPC4 inh,TRPC4 potent,TRPC6 activator,TMEM16A inh
Cc1ccc(/C=C2\Sc3ccccc3C2=O)s1,i,i,i,i,i,i,i,i,i,i,i
O=C(c1ccccc1)N1CCN(S(=O)(=O)c2cccs2)CC1,i,i,i,i,i,i,i,i,i,i,i

# Assay outcomes as filed in PubChem.
